All columns: NCI-60 one-dose screen, growth in % after 48 h at 10 µM unless noted; 100 = growth as untreated, 0 = no growth, -100 = all killed.
NCI-H522 = NCI-H522 lung cancer; 78,000 tested, 8% active
ACHN = ACHN renal cancer; AID 1794771; 81,000 tested, 4.9% active
CAKI-1 = CAKI-1 renal cancer; 75,000 tested, 4.7% active
NCI-H460 = NCI-H460 lung cancer; AID 1794736; 82,000 tested, 6.8% active
A498 = A498 renal cancer cells; 76,000 tested, 5.4% active
NCI-H226 = NCI-H226 lung cancer | 79,000 tested, 3.5% active | AID 1794732
NCI-H23 = NCI-H23 lung cancer | 80,000 tested, 4% active | AID 1794731
RXF 393 = RXF 393 renal cancer cells; 77,000 tested, 6.9% active; AID 1794773
NCI/ADR-RES = NCI/ADR-RES ovarian cells; 81,000 tested, 4.4% active
Active calls of the source: *. The calls were made as follows: active = growth percent below 10; inactive = the rest.

What do the screens show for `Cc1cc(C)c2c(n1)sc1c(Nc3ccc(O)cc3)ncnc12`?
NCI-H522: 32.4; ACHN: 16.0; CAKI-1: 15.8; NCI-H460: 10.1; A498: 18.6; NCI-H226: 32.4; NCI-H23: 10.0*; RXF 393: 32.0; NCI/ADR-RES: 19.1

How did CC(C)NCCO do in these assays?
NCI-H522: 97.4; ACHN: 106.1; CAKI-1: 100.4; NCI-H460: 122.1; A498: 106.0; NCI-H226: 110.2; NCI-H23: 99.6; RXF 393: 107.5; NCI/ADR-RES: 106.9

How did CC1=CC(O)=C(C#N)C(C)(C)C1(C#N)C(=O)O (stereo not given) do in these assays?
ACHN: 104.8; NCI-H460: 107.3; A498: 107.9; NCI-H226: 93.6; NCI-H23: 109.6; RXF 393: 99.1; NCI/ADR-RES: 108.0

What do the screens show for `CC1CCc2c(sc3nc(SCC(=O)c4ccccc4)n(-c4ccccc4)c(=O)c23)C1` (stereo not given)?
NCI-H522: 92.0; ACHN: 86.7; CAKI-1: 87.2; NCI-H460: 107.4; A498: 109.2; NCI-H226: 97.8; NCI-H23: 104.7; RXF 393: 106.4; NCI/ADR-RES: 97.3

How did CNC(=O)c1n[nH]n2c1nc(=O)c1c3c(sc12)CCCC3 do in these assays?
NCI-H522: 106.0; ACHN: 106.2; NCI-H460: 105.3; A498: 105.4; NCI-H226: 88.6; NCI-H23: 100.6; NCI/ADR-RES: 103.3

How did COc1cc(-c2cc(=O)c3ccc(O)cc3o2)cc(OC)c1OC do in these assays?
NCI-H522: 81.0; ACHN: 84.5; CAKI-1: 81.3; NCI-H460: 99.6; A498: 94.9; NCI-H226: 88.8; NCI-H23: 90.7; RXF 393: 82.8; NCI/ADR-RES: 94.6

What do the screens show for `O=[N+]([O-])c1ccc2[nH]ncc2c1`?
NCI-H522: 114.4; ACHN: 95.5; CAKI-1: 102.8; NCI-H460: 105.8; A498: 87.3; NCI-H226: 103.3; NCI-H23: 93.6; RXF 393: 109.0; NCI/ADR-RES: 101.5

Results for O=S(=O)(Nc1ccc2c3c(cccc13)CC2)c1ccccc1 ?
NCI-H522: 77.4; ACHN: 95.0; CAKI-1: 77.2; NCI-H460: 83.4; A498: 25.5; NCI-H226: 90.6; NCI-H23: 84.0; RXF 393: 91.2; NCI/ADR-RES: 82.1

How did CS(=O)(=O)c1cccc(Cc2nnc(Cc3cc4ccc(F)cc4[nH]3)n2CCCc2cnc[nH]2)c1 do in these assays?
NCI-H522: 105.7; ACHN: 109.0; CAKI-1: 85.8; NCI-H460: 107.1; A498: 128.9; NCI-H226: 89.3; NCI-H23: 104.4; RXF 393: 135.8; NCI/ADR-RES: 103.5

What do the screens show for `CN(Cc1ccccc1)Cc1ccc2ccc(=O)[nH]c2c1O`?
NCI-H522: 74.0; ACHN: 95.8; CAKI-1: 92.5; NCI-H460: 107.4; A498: 85.9; NCI-H226: 101.3; NCI-H23: 93.4; RXF 393: 113.1; NCI/ADR-RES: 96.6

Results for COc1ccc(C(=O)/C=C/c2ccc(/C=C/c3ccc(F)cc3)cc2)cc1 ?
NCI-H522: 84.0; ACHN: 101.6; CAKI-1: 91.2; NCI-H460: 103.6; A498: 87.5; NCI-H226: 108.6; NCI-H23: 98.1; RXF 393: 116.8; NCI/ADR-RES: 96.1

How did NS(=O)(=O)c1ccc(NC(=S)/N=C\c2c(O)[nH]c(=O)[nH]c2=O)cc1 do in these assays?
NCI-H522: 86.5; ACHN: 95.2; CAKI-1: 96.0; NCI-H460: 105.0; A498: 116.1; NCI-H226: 95.7; NCI-H23: 100.8; RXF 393: 101.9; NCI/ADR-RES: 99.5

Results for COc1cc(C2CC(c3ccc(Nc4nc(Nc5ccc(Cl)cc5)nc(Nc5ccc(Cl)cc5)n4)cc3)=NN2C(C)=O)cc(OC)c1OC (stereo not given) ?
NCI-H522: 86.8; ACHN: 96.7; CAKI-1: 90.4; NCI-H460: 106.5; A498: 113.5; NCI-H226: 103.8; NCI-H23: 83.3; RXF 393: 92.4; NCI/ADR-RES: 92.7

What do the screens show for `NC(=O)c1ccccc1Oc1ccc2nnc(-c3ccncc3)n2n1`?
NCI-H522: 98.7; ACHN: 100.6; CAKI-1: 95.5; NCI-H460: 99.8; A498: 83.8; NCI-H23: 97.8; RXF 393: 104.6; NCI/ADR-RES: 101.1

Results for COc1ccc(-n2c(=O)n(-c3ccc(-c4nc5ccc(OC)cc5s4)cc3)c(=O)c3cccnc32)cc1 ?
NCI-H522: 96.5; ACHN: 115.0; CAKI-1: 102.6; NCI-H460: 110.3; A498: 92.4; NCI-H226: 103.9; NCI-H23: 103.1; RXF 393: 101.1; NCI/ADR-RES: 109.6

What do the screens show for `COc1cc(CO)ccc1O`?
ACHN: 98.1; CAKI-1: 109.8; NCI-H460: 107.3; A498: 85.6; NCI-H226: 101.0; NCI-H23: 105.5; RXF 393: 113.0; NCI/ADR-RES: 117.3

Results for CCN(CC)c1ccc2cc(C(Nc3ccc(Br)c(C(F)(F)F)c3)c3nnnn3C(C)(C)C)c(=O)oc2c1 (stereo not given) ?
NCI-H522: 77.9; ACHN: 99.1; CAKI-1: 85.0; NCI-H460: 91.9; A498: 67.6; NCI-H226: 86.1; NCI-H23: 100.1; RXF 393: 82.9; NCI/ADR-RES: 93.8

How did COC(=O)CCC(=O)c1ccc2cc(OC)ccc2c1 do in these assays?
NCI-H522: 97.4; ACHN: 99.6; CAKI-1: 90.6; NCI-H460: 102.5; A498: 90.0; NCI-H226: 101.4; NCI-H23: 90.9; RXF 393: 89.8; NCI/ADR-RES: 91.5

Results for CN(C)c1ccc(/C=N/NC(=O)c2cc(-c3nc4ccccc4[nH]3)nc3ccccc23)cc1 ?
NCI-H522: 83.9; ACHN: 90.4; CAKI-1: 72.5; NCI-H460: 102.6; A498: 56.1; NCI-H226: 93.6; NCI-H23: 95.5; RXF 393: 108.0; NCI/ADR-RES: 94.5

How did O=[N+]([O-])c1ccc(Oc2ccc(-c3ccccc3)cc2)c([N+](=O)[O-])c1 do in these assays?
NCI-H522: 63.7; ACHN: 101.8; CAKI-1: 94.8; NCI-H460: 88.2; A498: 106.0; NCI-H226: 98.8; NCI-H23: 88.6; RXF 393: 84.5; NCI/ADR-RES: 90.0

What do the screens show for `C#Cc1cc2c(N)c(C(=O)c3cc(OC)c(OC)c(OC)c3)[nH]c2cc1OC`?
NCI-H522: -4.0*; ACHN: 35.7; NCI-H460: 15.6; A498: -19.1*; NCI-H226: 50.0; NCI-H23: 43.1; RXF 393: -5.3*; NCI/ADR-RES: 21.9

Results for Nc1ccc(C(=O)O)cc1 ?
NCI-H522: 91.4; ACHN: 97.4; CAKI-1: 99.1; NCI-H460: 109.0; A498: 114.9; NCI-H226: 98.3; NCI-H23: 108.7; RXF 393: 112.1; NCI/ADR-RES: 105.7

Results for O=C(N/N=C/c1ccccc1Cl)c1ccc(Br)o1 ?
NCI-H522: 101.4; ACHN: 114.5; CAKI-1: 94.3; NCI-H460: 104.2; A498: 100.0; NCI-H226: 114.9; NCI-H23: 100.9; RXF 393: 121.4; NCI/ADR-RES: 109.3

Results for COc1ncnc2c(-c3ccco3)cn(COCc3ccccc3)c12 ?
NCI-H522: 51.5; ACHN: 69.5; CAKI-1: 61.1; NCI-H460: 30.3; A498: 54.9; NCI-H226: 75.0; NCI-H23: 64.4; RXF 393: 88.5

How did COc1cc(OC)cc(-c2cncn2-c2ccc(-c3nc4cc(OC)c(OC)c(OC)c4s3)cc2)c1 do in these assays?
NCI-H522: 66.4; ACHN: 56.5; CAKI-1: 31.9; NCI-H460: 53.7; A498: 52.8; NCI-H226: 75.2; NCI-H23: 44.5; RXF 393: 74.6; NCI/ADR-RES: 49.3

What do the screens show for `CN1C(=O)CN2CCc3ccccc3C2c2cc(Cl)ccc21` (stereo not given)?
NCI-H522: 75.7; ACHN: 93.6; CAKI-1: 81.0; NCI-H460: 97.5; A498: 54.5; NCI-H226: 60.8; NCI-H23: 87.1; RXF 393: 93.7; NCI/ADR-RES: 96.7

What do the screens show for `C[N+]1(CCc2ccccc2)CC[N+](C)(CCc2ccccc2)CC1` (stereo not given)?
NCI-H522: 95.5; ACHN: 101.4; CAKI-1: 93.0; NCI-H460: 114.7; A498: 103.4; NCI-H226: 92.6; NCI-H23: 96.1; RXF 393: 106.3; NCI/ADR-RES: 99.8

Results for CC(=O)n1cc(C2CC(=O)OC3=C2CC(=O)C(C)(C)C3)c2ccccc21 (stereo not given) ?
NCI-H522: 93.3; ACHN: 103.4; CAKI-1: 111.2; NCI-H460: 111.1; A498: 102.2; NCI-H23: 106.8; RXF 393: 102.9; NCI/ADR-RES: 105.5

How did Nc1cccc2cccc(O)c12 do in these assays?
NCI-H522: 70.5; ACHN: 80.0; CAKI-1: 100.9; NCI-H460: 86.5; A498: 97.9; NCI-H226: 96.1; NCI-H23: 90.6; RXF 393: 90.6; NCI/ADR-RES: 95.5

How did Cc1onc(-c2ccccc2)c1C(=O)Nc1sc(C(C)C)cc1C(N)=O do in these assays?
NCI-H522: 65.5; ACHN: 86.9; CAKI-1: 103.4; NCI-H460: 104.6; A498: 98.8; NCI-H226: 96.7; NCI-H23: 99.5; RXF 393: 96.8

Results for COc1ccc(N=Nc2ccc(O)c(=O)cc2)cc1 ?
NCI-H522: 0.6*; ACHN: 4.8*; CAKI-1: 11.1; NCI-H460: 2.6*; A498: 82.4; NCI-H226: 4.3*; NCI-H23: 2.4*; RXF 393: 29.7; NCI/ADR-RES: -29.0*

How did CNCCCCc1ccc([N+](=O)[O-])cc1 do in these assays?
NCI-H522: 93.1; ACHN: 96.5; CAKI-1: 85.0; NCI-H460: 108.6; A498: 96.7; NCI-H226: 81.9; NCI-H23: 101.1; RXF 393: 101.1; NCI/ADR-RES: 100.2

How did O=C1Nc2ccc(Br)cc2C1=Nc1ccc(Cl)c(C(F)(F)F)c1 do in these assays?
NCI-H522: 96.2; ACHN: 84.7; CAKI-1: 85.3; NCI-H460: 106.2; A498: 120.1; NCI-H226: 106.4; NCI-H23: 99.9; RXF 393: 156.6; NCI/ADR-RES: 100.9

What do the screens show for `COc1ccc(F)cc1-c1cnc2nonc2n1`?
NCI-H522: 69.0; ACHN: 95.0; CAKI-1: 102.7; NCI-H460: 104.0; A498: 103.3; NCI-H226: 113.8; NCI-H23: 97.8; RXF 393: 116.1; NCI/ADR-RES: 103.9

What do the screens show for `O=C1/C(=C/c2ccc(Oc3ccccc3)cc2)N=C(c2ccccc2)N1CCc1cccs1`?
NCI-H522: 46.8; ACHN: 96.1; CAKI-1: 67.9; NCI-H460: 70.1; A498: 59.7; NCI-H23: 87.1; RXF 393: 92.1; NCI/ADR-RES: 83.9

Results for O=C(O)C(O)CO (stereo not given) ?
NCI-H522: 104.5; ACHN: 104.7; CAKI-1: 105.9; NCI-H460: 109.9; A498: 109.5; NCI-H23: 104.7; RXF 393: 102.4; NCI/ADR-RES: 108.3

How did CC/C(=N/NC(N)=O)c1ccc([N+](=O)[O-])o1 do in these assays?
NCI-H522: 81.5; ACHN: 100.7; CAKI-1: 94.1; NCI-H460: 99.7; A498: 87.3; NCI-H226: 95.8; NCI-H23: 97.2; RXF 393: 115.4; NCI/ADR-RES: 102.3

What do the screens show for `COc1cc(-c2cc(-c3ccco3)c(C#N)c(N3CCOCC3)n2)cc(OC)c1OC`?
NCI-H522: 62.1; ACHN: 56.2; CAKI-1: 55.9; NCI-H460: 51.9; A498: 72.3; NCI-H226: 104.6; NCI-H23: 73.6; RXF 393: 78.8; NCI/ADR-RES: 55.2

What do the screens show for `COc1ccc(-c2nc3cc(C(=O)Nc4cc(OC)c(OC)c(OC)c4)ccc3n2C2CCCCC2)cc1`?
NCI-H522: 77.2; ACHN: 93.2; CAKI-1: 97.4; NCI-H460: 99.7; A498: 112.9; NCI-H226: 86.9; NCI-H23: 93.6; RXF 393: 102.8; NCI/ADR-RES: 98.3

An excerpt taken from the entries so far, as a working copy:
How did O=C1Nc2ccc(Br)cc2C1=Nc1ccc(Cl)c(C(F)(F)F)c1 do in these assays?
NCI-H522: 96.2; ACHN: 84.7; CAKI-1: 85.3; NCI-H460: 106.2; A498: 120.1; NCI-H226: 106.4; NCI-H23: 99.9; RXF 393: 156.6; NCI/ADR-RES: 100.9

What do the screens show for `COc1ccc(F)cc1-c1cnc2nonc2n1`?
NCI-H522: 69.0; ACHN: 95.0; CAKI-1: 102.7; NCI-H460: 104.0; A498: 103.3; NCI-H226: 113.8; NCI-H23: 97.8; RXF 393: 116.1; NCI/ADR-RES: 103.9

What do the screens show for `O=C1/C(=C/c2ccc(Oc3ccccc3)cc2)N=C(c2ccccc2)N1CCc1cccs1`?
NCI-H522: 46.8; ACHN: 96.1; CAKI-1: 67.9; NCI-H460: 70.1; A498: 59.7; NCI-H23: 87.1; RXF 393: 92.1; NCI/ADR-RES: 83.9

Results for O=C(O)C(O)CO (stereo not given) ?
NCI-H522: 104.5; ACHN: 104.7; CAKI-1: 105.9; NCI-H460: 109.9; A498: 109.5; NCI-H23: 104.7; RXF 393: 102.4; NCI/ADR-RES: 108.3

How did CC/C(=N/NC(N)=O)c1ccc([N+](=O)[O-])o1 do in these assays?
NCI-H522: 81.5; ACHN: 100.7; CAKI-1: 94.1; NCI-H460: 99.7; A498: 87.3; NCI-H226: 95.8; NCI-H23: 97.2; RXF 393: 115.4; NCI/ADR-RES: 102.3

What do the screens show for `COc1cc(-c2cc(-c3ccco3)c(C#N)c(N3CCOCC3)n2)cc(OC)c1OC`?
NCI-H522: 62.1; ACHN: 56.2; CAKI-1: 55.9; NCI-H460: 51.9; A498: 72.3; NCI-H226: 104.6; NCI-H23: 73.6; RXF 393: 78.8; NCI/ADR-RES: 55.2

What do the screens show for `COc1ccc(-c2nc3cc(C(=O)Nc4cc(OC)c(OC)c(OC)c4)ccc3n2C2CCCCC2)cc1`?
NCI-H522: 77.2; ACHN: 93.2; CAKI-1: 97.4; NCI-H460: 99.7; A498: 112.9; NCI-H226: 86.9; NCI-H23: 93.6; RXF 393: 102.8; NCI/ADR-RES: 98.3

Source: PubChem
